MRP resist rev – MRP-mediated drug resistance reversal; H69AR cells + 2 uM doxorubicin, CellTiter-Glo, 72 h; differential viability (reversal), % at 10 µM; 85,000 compounds, 0.04% hits; AID 602;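 active = viability drop by adding the cancer drug above about 55%, with treated viability meeting a 40% cutoff, limit read from the data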;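 also: viability without doxorubicin minus viability with 2 µM doxorubicin for each compound; larger differential means the compound sensitizes cells more to doxorubicin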
Bcl-B TR3 displacers – displacers of TR3 peptide from Bcl-B, primary screen, selectivity assay for Bfl-1 inhibitor project, biochemical, fluorescence polarization; 96,000 compounds, 0.11% hits; one-dose displacement, % at 20 µM; IC50 in µM for titrated hits; FP displacement of FITC-TR3 peptide from Bcl-B; higher % means a stronger effect;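 active = displacement above 50% at 20 µM plus a fluorescence interference ratio under 1.5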;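 also: plate controls were wells without compound for no effect and wells lacking Bcl-B protein for full effect; a part of the inactive calls stands beside numbers as strong as those of hits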
IL1B NFkB inh – blocks IL-1B driven NFkB nuclear translocation in HUVEC cells; HUVEC IL-1B NFkB p65 nuclear translocation imaging; inhibition, % at 2 µM; 94,000 compounds, 0.43% hits; AID 796;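 active = inhibition above about 30% together with a positive call from visual inspection of the well image, limit read from the data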;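 also: nuclear over cytoplasmic p65 intensity ratio measured by imaging; 0% = IL-1B stimulated DMSO wells and 100% = unstimulated DMSO wells; values of inactives mirror those of a sister screen read the other way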
IL1B NFkB pot – enhances IL-1B driven NFkB nuclear translocation; HUVEC IL-1B NFkB p65 nuclear translocation imaging; activation, % at 2 µM; 94,000 compounds, 0.3% hits;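 active = activation above 40%, about the mean plus 3 SD, also judged a hit on visual image review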;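 also: percent activation is computed from the nuclear over cytoplasmic p65 intensity ratio; values of inactives mirror those of a sister screen read the other way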
PLAP inhibitors HTS – PLAP enzyme inhibitors, biochemical, luminescence, HTS (AID 690); one-dose inhibition, % at 20 µM; IC50 in µM for titrated hits; 96,000 compounds, 0.08% hits; purified PLAP, luminescent substrate; higher % means a stronger effect; in the data active = a potency from the dose series; inactive = the rest, 99 in 100 with inhibition below about 30%; also: strong numbers were not always called active
MRP resist rev cytotoxicity – recorded beside MRP resist rev, whose call it bears; viability, %; H69AR cells, CellTiter-Glo, 72 h; measured here: cytotoxicity without doxorubicin
MRP resist rev with doxorubicin – recorded beside MRP resist rev, whose call it bears; viability, %; measured here: viability with 2 uM doxorubicin; hits give low values
IL1B NFkB inh cell count 2 µM – recorded beside IL1B NFkB inh, whose call it bears; cell count; measured here: cells passing quality filter;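 raw number of nuclei counted in each imaged well without normalization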
IL1B NFkB pot cell count 2 µM – further read-out of IL1B NFkB pot, marked with its call; cell count; measured here: cells passing quality filter
* hit, by the source's call. These rows are one share of the data. The share of hits here may be higher or lower than overall.

`CCN1CCN(Cc2nc(N)nc(Nc3ccc(C)c(C)c3)n2)CC1` gave Bcl-B TR3 displacers -4%, IL1B NFkB inh 12, IL1B NFkB pot -12, PLAP inhibitors HTS -36%, IL1B NFkB inh cell count 2 µM 82 and IL1B NFkB pot cell count 2 µM 82.
For O=S(=O)(c1cc(Cl)cc(Cl)c1)N1CCCC1c1nc2ccccc2s1 (configuration not stated) the results were IL1B NFkB inh -6, IL1B NFkB pot 6, IL1B NFkB inh cell count 2 µM 165 and IL1B NFkB pot cell count 2 µM 165.
For CCn1cc(C(=O)NCc2ccc3c(c2)OCO3)c(=O)c2cc(F)c(N3CCN(C(=O)c4ccco4)CC3)cc21 the results were MRP resist rev 0, Bcl-B TR3 displacers -14%, IL1B NFkB inh -23, IL1B NFkB pot 23, PLAP inhibitors HTS -70%, MRP resist rev cytotoxicity 0, MRP resist rev with doxorubicin 0, IL1B NFkB inh cell count 2 µM 159 and IL1B NFkB pot cell count 2 µM 159.
`C=CCSC1=C(C#N)C(c2cccc(OC)c2)CC(=O)N1` (configuration not stated) gave MRP resist rev 16, Bcl-B TR3 displacers -1%, IL1B NFkB inh -1, IL1B NFkB pot 1, PLAP inhibitors HTS -8%, MRP resist rev cytotoxicity 89, MRP resist rev with doxorubicin 73, IL1B NFkB inh cell count 2 µM 103 and IL1B NFkB pot cell count 2 µM 103.
`COc1cccc(C(=O)N2CCN(S(=O)(=O)Cc3ccccc3)CC2)c1OC` gave MRP resist rev -3, IL1B NFkB inh -4, IL1B NFkB pot 5, MRP resist rev cytotoxicity 91, MRP resist rev with doxorubicin 94, IL1B NFkB inh cell count 2 µM 143 and IL1B NFkB pot cell count 2 µM 143.
CCCn1c(SCC(=O)Nc2ccc3c(c2)OCO3)nc2c1c(=O)n(C)c(=O)n2C was read as MRP resist rev -7, Bcl-B TR3 displacers -15%, PLAP inhibitors HTS 9%, MRP resist rev cytotoxicity 81 and MRP resist rev with doxorubicin 88.
For O=C(NCCc1ccccc1)c1cnc2ccccn2c1=O the results were Bcl-B TR3 displacers 5%, IL1B NFkB inh -5, IL1B NFkB pot 5, PLAP inhibitors HTS 12%, IL1B NFkB inh cell count 2 µM 128 and IL1B NFkB pot cell count 2 µM 128.
For Cc1cc(NC(=O)CCCC(=O)N(CC(=O)NCCc2ccccc2)Cc2ccc(F)cc2)no1 the results were MRP resist rev -6, Bcl-B TR3 displacers -7%, IL1B NFkB inh 13, IL1B NFkB pot -13, PLAP inhibitors HTS -33%, MRP resist rev cytotoxicity 103, MRP resist rev with doxorubicin 109, IL1B NFkB inh cell count 2 µM 195 and IL1B NFkB pot cell count 2 µM 195.
For O=C(Nc1ccc(S(=O)(=O)N2CCOCC2)cc1)c1ccc(Br)o1 the results were MRP resist rev 4, Bcl-B TR3 displacers 0%, IL1B NFkB inh -9, IL1B NFkB pot 9, PLAP inhibitors HTS 18%, MRP resist rev cytotoxicity 105, MRP resist rev with doxorubicin 101, IL1B NFkB inh cell count 2 µM 152 and IL1B NFkB pot cell count 2 µM 152.
`COc1cc(-c2nc(-c3ccc(-c4ccccc4)nc3OC)no2)cc(OC)c1OC` gave MRP resist rev -2, Bcl-B TR3 displacers -23%, PLAP inhibitors HTS 12%, MRP resist rev cytotoxicity 90 and MRP resist rev with doxorubicin 92.
`COc1ccc(NC(=O)CSc2ccc(C)cc2)cc1` gave MRP resist rev 3, IL1B NFkB inh -2, IL1B NFkB pot 2, MRP resist rev cytotoxicity 99, MRP resist rev with doxorubicin 95, IL1B NFkB inh cell count 2 µM 129 and IL1B NFkB pot cell count 2 µM 129.
`NNc1nnc(-c2ccccc2)c(-c2ccccc2)n1` gave MRP resist rev 16, Bcl-B TR3 displacers 3%, PLAP inhibitors HTS 2%, MRP resist rev cytotoxicity 98 and MRP resist rev with doxorubicin 82.
`CC(C)C(NC(=O)C1CCCCC1)C(=O)Nc1ccncc1` (configuration not stated) gave MRP resist rev 1, Bcl-B TR3 displacers 2%, IL1B NFkB inh 22, IL1B NFkB pot -22, PLAP inhibitors HTS -6%, MRP resist rev cytotoxicity 103, MRP resist rev with doxorubicin 102, IL1B NFkB inh cell count 2 µM 134 and IL1B NFkB pot cell count 2 µM 134.
Screening CC(NC(=O)CSc1nc2ccccc2c(=O)n1CCCO)c1ccccc1 (configuration not stated) returned MRP resist rev -8, Bcl-B TR3 displacers -4%, IL1B NFkB inh 4, IL1B NFkB pot -4, PLAP inhibitors HTS -49%, MRP resist rev cytotoxicity 83, MRP resist rev with doxorubicin 91, IL1B NFkB inh cell count 2 µM 122 and IL1B NFkB pot cell count 2 µM 122.
c1ccc(-c2noc(-c3ccc4c(c3)OCO4)n2)nc1 was read as MRP resist rev 1, Bcl-B TR3 displacers 12%, PLAP inhibitors HTS 9%, MRP resist rev cytotoxicity 23 and MRP resist rev with doxorubicin 22.
For CSc1ncccc1C(=O)OCC(=O)N(CC(C)C)C1CCS(=O)(=O)C1 (configuration not stated) the results were MRP resist rev 17, Bcl-B TR3 displacers 10%, IL1B NFkB inh -17, IL1B NFkB pot 17, PLAP inhibitors HTS -10%, MRP resist rev cytotoxicity 95, MRP resist rev with doxorubicin 78, IL1B NFkB inh cell count 2 µM 210 and IL1B NFkB pot cell count 2 µM 210.
For CCOC(=O)N1CCC(NC(=O)c2cc(S(=O)(=O)N(CC)CC)ccc2F)CC1 the results were MRP resist rev -10, Bcl-B TR3 displacers 15%, IL1B NFkB inh -7, IL1B NFkB pot 7, PLAP inhibitors HTS -58%, MRP resist rev cytotoxicity 62, MRP resist rev with doxorubicin 72, IL1B NFkB inh cell count 2 µM 138 and IL1B NFkB pot cell count 2 µM 138.
O=C(NS(=O)(=O)c1ccccc1)c1ccccc1O was read as MRP resist rev -11, Bcl-B TR3 displacers -6%, IL1B NFkB inh -31, IL1B NFkB pot 31, PLAP inhibitors HTS -12%, MRP resist rev cytotoxicity 88, MRP resist rev with doxorubicin 99, IL1B NFkB inh cell count 2 µM 139 and IL1B NFkB pot cell count 2 µM 139.
`COc1cc(C(=O)Nc2ccc3c(c2)OCCO3)ccc1OC(C)C` gave MRP resist rev 1, Bcl-B TR3 displacers 3%, IL1B NFkB inh 1, IL1B NFkB pot -1, PLAP inhibitors HTS -31%, MRP resist rev cytotoxicity 77, MRP resist rev with doxorubicin 75, IL1B NFkB inh cell count 2 µM 130 and IL1B NFkB pot cell count 2 µM 130.
Screening NCCCCCc1nnc(SCC(=O)c2ccc(Cl)cc2)o1 returned MRP resist rev 9, Bcl-B TR3 displacers 2%, IL1B NFkB inh 1, IL1B NFkB pot -1, PLAP inhibitors HTS -15%, MRP resist rev cytotoxicity 86, MRP resist rev with doxorubicin 77, IL1B NFkB inh cell count 2 µM 124 and IL1B NFkB pot cell count 2 µM 124.
COc1cc(/C=C/C(=O)NCc2cccnc2)cc(OC)c1OC was read as Bcl-B TR3 displacers -1%, IL1B NFkB inh 4, IL1B NFkB pot -4, PLAP inhibitors HTS 4%, IL1B NFkB inh cell count 2 µM 130 and IL1B NFkB pot cell count 2 µM 130.
Screening O=C(Nc1ccc2nc(-c3ccco3)c(-c3ccco3)nc2c1)NC1CC1 returned MRP resist rev -29, IL1B NFkB inh -10, IL1B NFkB pot 10, MRP resist rev cytotoxicity 41, MRP resist rev with doxorubicin 71, IL1B NFkB inh cell count 2 µM 114 and IL1B NFkB pot cell count 2 µM 114.
`CCCNC(=O)c1ccc2snnc2c1` gave MRP resist rev 47, IL1B NFkB inh -11, IL1B NFkB pot 11, MRP resist rev cytotoxicity 103, MRP resist rev with doxorubicin 55, IL1B NFkB inh cell count 2 µM 125 and IL1B NFkB pot cell count 2 µM 125.
C=CCN1CC(c2nc3ccccc3n2Cc2cccc3ccccc23)CC1=O (configuration not stated) was read as MRP resist rev 9, Bcl-B TR3 displacers -4%, IL1B NFkB inh -14, IL1B NFkB pot 14, PLAP inhibitors HTS -33%, MRP resist rev cytotoxicity 70, MRP resist rev with doxorubicin 61, IL1B NFkB inh cell count 2 µM 152 and IL1B NFkB pot cell count 2 µM 152.
O=C(CCNS(=O)(=O)c1ccc(Br)s1)N1CCN(c2ccccc2)CC1 was read as Bcl-B TR3 displacers -8%, IL1B NFkB inh -3, IL1B NFkB pot 5, PLAP inhibitors HTS -2%, IL1B NFkB inh cell count 2 µM 88 and IL1B NFkB pot cell count 2 µM 88.
For CCOCCCNCc1ccc(OC)c(OC)c1 the results were MRP resist rev 1, Bcl-B TR3 displacers 15%, IL1B NFkB inh -23, IL1B NFkB pot 23, PLAP inhibitors HTS -15%, MRP resist rev cytotoxicity 87, MRP resist rev with doxorubicin 86, IL1B NFkB inh cell count 2 µM 203 and IL1B NFkB pot cell count 2 µM 203.
For C=CCn1c(SCC(=O)Nc2c(C)n(C)n(-c3ccccc3)c2=O)nc2sc(C)c(C)c2c1=O the results were Bcl-B TR3 displacers 2%, IL1B NFkB inh -10, IL1B NFkB pot 10, PLAP inhibitors HTS -39%, IL1B NFkB inh cell count 2 µM 137 and IL1B NFkB pot cell count 2 µM 137.
`O=C(CN1CCN(C(=O)c2ccco2)CC1)Nc1c2c(nc3c1CCC3)CCCC2` gave MRP resist rev 30, Bcl-B TR3 displacers -12%, IL1B NFkB inh -2, IL1B NFkB pot 2, PLAP inhibitors HTS 1%, MRP resist rev cytotoxicity 82, MRP resist rev with doxorubicin 52, IL1B NFkB inh cell count 2 µM 138 and IL1B NFkB pot cell count 2 µM 138.
Screening O=[N+]([O-])c1ccc(-c2cc(-c3ccc(Cl)cc3)n[nH]2)cc1 returned Bcl-B TR3 displacers -8%, IL1B NFkB inh 3, IL1B NFkB pot -3, PLAP inhibitors HTS 6%, IL1B NFkB inh cell count 2 µM 125 and IL1B NFkB pot cell count 2 µM 125.
For O=C(C1CCN(c2nnc(-n3cccc3)s2)CC1)N1CCN(Cc2ccc3c(c2)OCO3)CC1 the results were MRP resist rev 11, Bcl-B TR3 displacers 1%, PLAP inhibitors HTS -59%, MRP resist rev cytotoxicity 90 and MRP resist rev with doxorubicin 79.
`O=S1(=O)CCN2C(c3ccco3)=CSC2=N1` gave MRP resist rev -4, Bcl-B TR3 displacers 1%, IL1B NFkB inh 5, IL1B NFkB pot -5, PLAP inhibitors HTS 6%, MRP resist rev cytotoxicity 85, MRP resist rev with doxorubicin 90, IL1B NFkB inh cell count 2 µM 129 and IL1B NFkB pot cell count 2 µM 129.
Screening Cc1oc(-c2cccc(Cl)c2)nc1CN1CCCC(C(=O)NC(C)c2ccc3c(c2)OCCO3)C1 (configuration not stated) returned MRP resist rev -15, Bcl-B TR3 displacers -70%, PLAP inhibitors HTS -79%, MRP resist rev cytotoxicity 54 and MRP resist rev with doxorubicin 68.
Cc1occc1C(=O)n1cnc2ccccc21 was read as MRP resist rev -1, Bcl-B TR3 displacers -1%, IL1B NFkB inh -5, IL1B NFkB pot 5, PLAP inhibitors HTS -2%, MRP resist rev cytotoxicity 82, MRP resist rev with doxorubicin 83, IL1B NFkB inh cell count 2 µM 129 and IL1B NFkB pot cell count 2 µM 129.
O=C(C1CC1)N1CCc2cc(Br)cc(S(=O)(=O)NC3CCCCC3)c21 was read as MRP resist rev -1, Bcl-B TR3 displacers -3%, PLAP inhibitors HTS -38%, MRP resist rev cytotoxicity 98 and MRP resist rev with doxorubicin 99.
